# From PubChem
# Scp-1 inhibitor: Scp-1 (human) phosphatase inhibition | Q9GZU7 | Recombinant Scp1, phosphopeptide, malachite green phosphate absorbance | inhibition, % at 20 µM | actives 0.88% (n = 340,000);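 active = inhibition above about 50% at 20 µM, limit read from the data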;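 note: plate controls were DMSO wells with enzyme for no effect and wells lacking enzyme for full effect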
#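 System: SCP-1 catalytic domain; Reagent: Phospho 17-mer peptide substrate; Doses: one concentration, 20 µM, with 1.0% DMSO; Incubation: 45 min room-temperature reaction, 5 min colour, 30 min stabiliser; Signal: Phosphate-binding colour reagent, absorbance read at 630 nm.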
# Tb MetRS inh: Trypanosoma brucei MetRS inhibition; inhibition, % at 11.9 µM; actives 0.4% (n = 360,000); purified T. brucei MetRS, ATP depletion, Kinase-Glo luminescence;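 active = inhibition above a per-plate cutoff of the control wells' mean inhibition plus 3 SD, cut at about 5.5% in these data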;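 note: 0% = DMSO wells median and 100% = median of wells with control inhibitor compound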
#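 Measured by: Kinase-Glo luciferase luminescence reporting remaining unconsumed ATP. Material: purified T. brucei MetRS enzyme. Doses: 11.9 µM compound single dose, 0.9% DMSO. Medium: HEPES buffer containing pyrophosphatase, BSA, spermine, DTT. Times: 15 min preincubation, 2 h reaction, all 25 °C. Reagent: methionine, ATP and bulk E. coli tRNA.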
# NRP1-CendR mod: NRP-1/CendR interaction modulation; O14786; inhibition, % at 25 µM; FAM-RPARPAR peptide binding to NRP-1, fluorescence polarization; AID 602438; actives 0.85% (n = 360,000);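 active = inhibition or corrected inhibition above about 18%, plus a signal ratio from 0.5 to 1.5, limit read from the data, passing the limit was not always enough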; note: strong numbers were not always called active
# Target sequence (O14786 whole entry, looked up): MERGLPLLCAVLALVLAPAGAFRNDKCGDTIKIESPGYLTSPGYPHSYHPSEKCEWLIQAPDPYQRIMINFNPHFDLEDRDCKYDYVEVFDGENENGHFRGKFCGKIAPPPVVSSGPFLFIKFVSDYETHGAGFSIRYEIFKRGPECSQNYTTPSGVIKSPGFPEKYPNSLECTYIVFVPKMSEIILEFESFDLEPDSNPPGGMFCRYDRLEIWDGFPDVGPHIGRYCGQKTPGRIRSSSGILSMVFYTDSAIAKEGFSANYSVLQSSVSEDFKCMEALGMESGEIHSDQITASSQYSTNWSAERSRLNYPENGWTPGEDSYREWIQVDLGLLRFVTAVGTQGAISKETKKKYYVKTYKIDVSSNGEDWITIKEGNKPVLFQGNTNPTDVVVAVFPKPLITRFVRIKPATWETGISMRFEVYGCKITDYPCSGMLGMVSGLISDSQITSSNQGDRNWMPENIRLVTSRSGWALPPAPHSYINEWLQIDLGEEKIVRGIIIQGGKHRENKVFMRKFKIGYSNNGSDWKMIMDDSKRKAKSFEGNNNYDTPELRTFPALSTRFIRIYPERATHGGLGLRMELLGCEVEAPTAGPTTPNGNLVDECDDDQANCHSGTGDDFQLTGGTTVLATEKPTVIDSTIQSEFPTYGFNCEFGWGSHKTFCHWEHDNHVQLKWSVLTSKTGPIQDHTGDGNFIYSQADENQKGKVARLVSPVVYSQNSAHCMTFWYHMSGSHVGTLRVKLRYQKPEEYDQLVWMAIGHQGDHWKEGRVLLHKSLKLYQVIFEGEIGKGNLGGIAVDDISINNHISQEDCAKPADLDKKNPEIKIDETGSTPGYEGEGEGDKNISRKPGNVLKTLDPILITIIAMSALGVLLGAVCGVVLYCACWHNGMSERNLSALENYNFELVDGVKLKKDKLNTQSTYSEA
# STEP block: STEP (human) phosphatase inhibition; recombinant STEP, OMFP fluorogenic substrate, fluorescence; inhibition, % at 20 µM; actives 0.25% (n = 360,000); AID 588621;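 active = inhibition at 20 µM, scaled per plate between control wells, above about 37%, limit read from the data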;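 note: 0% = DMSO with enzyme and substrate and 100% = substrate only without enzyme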
#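 Measure: Control-normalized % inhibition with plate pattern correction | Test system: STEP phosphatase, cell-free reaction | Medium: pH 6.0 Bis-Tris with DTT and Tween 20 | Technique: Fluorescence, 480/540 nm | Times: Reaction 20 min, ambient temperature | Doses: Single compound dose of 20 µM, 1% DMSO final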
# LMPTP inh: blocks human LMPTP phosphatase | P24666 | recombinant LMPTP-A, OMFP fluorogenic substrate, fluorescence intensity | inhibition, % at 20 µM | actives 0.22% (n = 360,000) | AID 651560;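 active = compounds that cut the enzyme signal by at least half of the control window in the single-dose screen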;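 note: plate controls were DMSO wells with enzyme plus substrate for no effect and substrate without enzyme for full effect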
# Target sequence (P24666 whole entry, looked up): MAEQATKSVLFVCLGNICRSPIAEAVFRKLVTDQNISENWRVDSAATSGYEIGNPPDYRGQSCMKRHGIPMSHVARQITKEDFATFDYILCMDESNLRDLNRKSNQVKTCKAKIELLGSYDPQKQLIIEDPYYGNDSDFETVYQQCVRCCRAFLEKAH
#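 Assay system: LMPTP-A, protein tyrosine phosphatase of low molecular weight / Medium: pH 6.0 Bis-Tris buffer with DTT and Triton X-100 / Schedule: 50 min enzyme reaction at room temperature, protected from light / Measured by: endpoint fluorescence intensity from OMFP dephosphorylation / Read-out basis: % inhibition relative to no-enzyme and uninhibited control wells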
# MsrA act: bovine methionine sulfoxide reductase A activation. purified bovine MsrA, absorbance read-out. activation, % at 10.6 µM. actives 0.3% (n = 360,000). AID 602163; in the data active = activation above about 7.5%;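 note: 0% = vehicle and 100% = reference activator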
# DNMT1 block: inhibitors of human DNMT1 | AID 588458 | DNMT1 molecular beacon, Hinp1I cleavage, fluorescence | P26358 | inhibition (reported as % activation of signal), % at 10 µM | actives 0.83% (n = 360,000); in the data active = inhibition above about 50%
# E coli Lon inh: E. coli protease La inhibition | purified E. coli Lon protease, fluorescence polarization | inhibition, % at 7.94 µM | actives 0.42% (n = 360,000) | AID 602123; in the data active = inhibition above about 13%, passing the limit was not always enough;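 note: 0% = enzyme with probe and DMSO and 100% = no enzyme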
# SUMO1 PPI mod: alters human SUMO1 binding to SIM partners. inhibition, % at 20 µM. AID 602429. actives 0.33% (n = 360,000). SUMO1 binding to a labelled peptide, TR-FRET, 1 h. P63165; in the data active = inhibition above about 37%
# MsrA inh: inhibits bovine methionine sulfoxide reductase A. purified bovine MsrA, absorbance read-out. inhibition, % at 15.5 µM. actives 0.75% (n = 360,000); in the data active = inhibition above about 4.5%;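 note: 0% = vehicle wells with enzyme and 100% = reference inhibitor wells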
# Numbers without * were called inactive; x = not tested or not shown.
compound	Scp-1 inhibitor	Tb MetRS inh	NRP1-CendR mod	STEP block	LMPTP inh	MsrA act	DNMT1 block	E coli Lon inh	SUMO1 PPI mod	MsrA inh
O=C(Cc1ccccc1)Nc1ccc(NC(=O)c2cccs2)cc1	-3	-1.0	-5	2	-0.3	-3	4	-5	3	-0.8
CN(C)C(=O)CCc1ccc2c3c([nH]c2c1)[C@]1(C)[C@@H](C(=O)N2CCOCC2)C[C@H](CC(=O)NC(C)(C)C)C(=O)N1CC3	7	-1.0	10	4	0.3	-4	5	-7	0	-1.7
CC(NC(=O)Cn1cccc1C(=O)c1ccccc1)c1ccc2c(c1)OCCO2 (centres undefined)	-12	0.3	12	-3	1.9	-2	2	6	-5	0.8
COC(=O)CCC(=O)NC(=S)Nc1cc(Cl)ccc1Cl	-8	0.7	1	-1	-0.4	0	-3	-9	-3	-0.1
C=CCn1c(C2CCCCC2)n[nH]c1=S	2	-0.7	-6	-1	-2.0	-5	2	-5	-5	1.6
CC(Sc1nncn1C)C(=O)Nc1ccc(Cl)cn1 (centres undefined)	-5	-0.6	0	1	0.7	4	0	-1	-5	0.7
O=C(Nc1ncccn1)c1cc(-c2ccc(F)cc2)nc2ccccc12	21	-0.1	0	-4	-1.5	-1	-3	9	-9	0.2
CCOC(=O)C1(CC2CC2)CCN(Cc2ccc(OC)cc2F)CC1	-1	-0.7	-5	1	0.5	-2	3	-6	-2	1.4
Cc1ccc(OCc2n[nH]c(=S)n2-c2ccc(Br)cc2)cc1	3	-2.0	-10	-2	1.3	-2	3	0	7	-1.6
Cn1c(=O)[nH]c(=O)c2c1nc(Br)n2CCC(=O)c1ccccc1	-1	-1.1	4	0	-1.0	1	2	-10	-1	0.8
CC1CC2=C(C(=O)O1)C(c1ccc(Cl)cc1)Nc1ccccc1N2 (centres undefined)	-1	-0.6	-9	-2	-0.6	-11	-1	0	3	1.5
COc1ccc(OCC(O)Cn2c(Nc3cccc(C)c3)nc3c2c(=O)n(C)c(=O)n3C)cc1 (centres undefined)	2	-0.4	7	0	1.0	-3	-3	-9	4	0.4
COc1cccc(-c2cnc3c(NC=O)cc(-c4ccc(OC)cc4OC)cn23)c1	x	-0.3	-12	0	1.1	-7	-13	-13	0	0.2
Cc1nn(-c2ccccc2)c(C)c1-c1ccccc1O	0	-0.8	-2	-2	-1.7	-4	0	-1	3	-0.6
O=C(NNC(=O)C1C2C=CC(C2)C1C(=O)O)c1ccccc1 (centres undefined)	15	-0.4	11	12	-1.0	-1	7	1	11	0.0
O=C(Cc1ccc(-n2c(=O)c3ccccc3n(CC(=O)Nc3ccc(F)cc3F)c2=O)cc1)NCc1ccco1	-1	-0.3	-15	2	2.6	-2	0	0	8	-1.2
CC1(C)C2C/C(=N\O)C(C)(/[N+]([O-])=C/c3cccc([N+](=O)[O-])c3)CC21 (centres undefined)	-4	-0.7	8	2	-1.3	-3	1	-2	-15	-1.0
COc1ccc(CCNC(=O)CN2CCOc3ccccc32)cc1OC	-8	-0.5	2	3	-0.5	7	1	-7	2	1.2
CC(C)c1ccc(/C=N/NC(=O)CN(c2cccc(Cl)c2Cl)S(C)(=O)=O)cc1	1	-1.4	5	0	2.6	-7	-7	0	-3	-0.9
O=C1S/C(=C\c2ccc(N3CCOCC3)o2)C(=O)N1Cc1c(F)cccc1Cl	-5	-0.1	132	-46	2.2	-3	1	-80	-94	1.5
Cc1ccc(NC(=O)CC2CS(=O)(=O)CC2CC(=O)Nc2ccc(C)c(C)c2)cc1C (centres undefined)	-2	1.1	-5	2	0.8	1	0	-13	-1	0.9
O=C(CSc1ncnc2c1oc1ccccc12)Nc1cccc(C(F)(F)F)c1	-12	-0.6	1	1	0.8	8.8*	-3	-4	-13	0.3
Cc1ccc(S(=O)(=O)N/N=C/c2ccccc2O)cc1[N+](=O)[O-]	5	-0.1	6	-1	-0.2	-2	2	3	-12	1.1
CN(C)/C=N/c1nc2nccc(-c3ccccn3)n2n1	-9	0.0	9	3	1.2	-2	-2	2	-3	1.3
CCOC(=O)c1c(NC(=S)NC(C)=O)sc(C)c1C	-5	0.5	12	0	-1.4	-3	1	-13	-2	0.0
Cc1ccn(C(C)CC(=O)N2CCc3ccccc32)n1 (centres undefined)	-9	0.2	3	1	-0.4	1	1	-14	1	-1.1
Oc1ccc(Cc2ncc(C(F)(F)F)cc2Cl)cc1	3	-1.7	9	0	1.7	-13	3	-3	0	2.3
CNC(=O)/C=C1\NC(C)(C)Cc2c1ccc1ccccc21	-12	-1.2	2	-4	-0.3	-2	-9	-4	-10	0.5
Cn1ccnc1C(=O)c1ccc(N)cc1	-3	-0.1	12	-1	-0.8	-6	-1	-8	-3	2.4
CN(CC(=O)Nc1ccc(F)c(F)c1F)C1CCCCC1	0	-0.9	-1	-1	-1.1	-1	5	-7	3	0.1
CCN(Cc1cnn(C)c1)C(=O)c1cc(COc2ccc(F)cc2F)on1	-16	0.2	11	-1	-1.3	-3	-1	-6	5	-0.5
C/C=C(\C)c1nnc(NC(=O)C(C)C)s1	-7	0.0	10	4	0.4	-3	2	18	-8	-0.6
COc1ccc(C)cc1NC(=O)CSc1nnc(-c2ccco2)n1N	0	-0.8	-1	-2	-0.1	-13	-1	4	-1	-0.6
CCOC(=O)c1c(S(=O)(=O)NCC(=O)N2CCN(c3cccc(OC)c3)CC2)c(C)n(C)c1C	-5	-0.4	0	1	-1.7	-1	-2	0	0	-0.6
O=C(O)CCC(=O)N1CCc2cc(S(=O)(=O)N3CCN(c4ccc(F)cc4)CC3)ccc21	15	-0.9	-13	0	-1.0	-1	-4	5	-2	-0.2
CCC(C)(C(=O)NC1CCCCC1)N(C(=O)CNC(=O)c1ccccc1)c1c(C)n(C)n(-c2ccccc2)c1=O (centres undefined)	-4	-0.3	-2	-2	-0.8	-1	1	-4	1	-1.3
COC(=O)C(C)Sc1nc2ccsc2c(=O)n1Cc1ccccc1 (centres undefined)	-6	-0.6	11	1	0.7	-3	-4	8	1	-1.2
CN(CCO)c1ccc([N+](=O)[O-])cc1C(=O)O	-4	-0.9	4	0	-0.3	-1	-1	-16	-17	0.7
CCOn1c(SCC)nc2ccccc2c1=O	-10	-0.8	-3	2	-2.0	-2	5	1	-3	0.1
CCOc1cc(/C=N\Nc2nc(-c3ccc(C)cc3)c(NC(C)=O)s2)ccc1O	-9	-0.3	10	2	-0.6	-3	-10	1	-1	1.8
COc1ccc(NS(=O)(=O)c2cc(C)ccc2NC(=O)c2cc(C)oc2C)cc1	4	-0.6	0	1	2.2	9.3*	-9	-2	7	-0.7
Cc1ccc(N(CC(=O)Nc2ccc(F)cc2)S(=O)(=O)N2CCCC2)cc1	-8	-0.1	5	-4	1.6	-2	-3	7	1	0.1
O=C(CSc1ncccn1)NC(=O)Cc1ccccc1	-8	-0.1	1	0	-0.9	-2	3	-13	1	1.1
CCN(Cc1ccc(N(C)C)cc1)C(C)C(=O)Nc1ccc(S(=O)(=O)N2CCCC2)cc1 (centres undefined)	-5	-0.2	17	0	1.7	-4	-3	-3	0	0.6
O=C(COc1ccc2c3c(c(=O)oc2c1)CCC3)c1ccc2c(c1)OCO2	2	-1.3	10	1	14	-9	4	-3	-28	0.2
Cc1ccc(S(=O)(=O)N(CC(=O)NCc2ccncc2)Cc2ccccc2F)cc1	-3	-0.4	10	-1	-0.5	-10	2	0	0	1.2
CCc1ccc(-c2nc(CS(=O)CC(=O)NCc3ccc4c(c3)OCO4)c(C)o2)cc1 (centres undefined)	-5	-0.9	-5	1	0.2	-5	-7	4	3	0.0
COc1cc(C2c3c(-c4cc(Cl)c(C)cc4O)n[nH]c3C(=O)N2Cc2cccnc2)ccc1O (centres undefined)	-12	0.3	1	0	4.0	-1	-7	0	11	0.5

# An excerpt of these results, with two lines to a compound.
# Every second line gives: Scp-1 inhibitor	Tb MetRS inh	NRP1-CendR mod	STEP block	LMPTP inh	MsrA act	DNMT1 block	E coli Lon inh	SUMO1 PPI mod	MsrA inh
- CCOn1c(SCC)nc2ccccc2c1=O
  -10	-0.8	-3	2	-2.0	-2	5	1	-3	0.1
- CCOc1cc(/C=N\Nc2nc(-c3ccc(C)cc3)c(NC(C)=O)s2)ccc1O
  -9	-0.3	10	2	-0.6	-3	-10	1	-1	1.8
- COc1ccc(NS(=O)(=O)c2cc(C)ccc2NC(=O)c2cc(C)oc2C)cc1
  4	-0.6	0	1	2.2	9.3*	-9	-2	7	-0.7
- Cc1ccc(N(CC(=O)Nc2ccc(F)cc2)S(=O)(=O)N2CCCC2)cc1
  -8	-0.1	5	-4	1.6	-2	-3	7	1	0.1
- O=C(CSc1ncccn1)NC(=O)Cc1ccccc1
  -8	-0.1	1	0	-0.9	-2	3	-13	1	1.1

# (list continues)
compound	Scp-1 inhibitor	Tb MetRS inh	NRP1-CendR mod	STEP block	LMPTP inh	MsrA act	DNMT1 block	E coli Lon inh	SUMO1 PPI mod	MsrA inh
CC(=O)c1c(C)[nH]c(C(=O)COC(=O)c2cccs2)c1C	7	0.3	0	0	-0.3	-13	5	-5	0	1.8
CC1CCc2sc(C(=O)NNS(=O)(=O)c3ccc(F)c(F)c3F)cc2C1 (centres undefined)	1	0.7	10	-1	1.2	0	0	-9	0	-0.6
O=S(=O)(NCc1ccccc1)c1ccc(S(=O)(=O)N2CCCCC2)cc1	-6	0.5	-7	-2	-1.1	-2	5	5	1	-0.3
COc1ccc(N2CCN(c3ccc([N+](=O)[O-])cc3Cl)CC2)cc1	2	-0.6	-8	0	2.1	-2	-1	-10	-7	0.1
CCOC(=O)C1CCN(C(=O)c2ccccc2N(C)S(C)(=O)=O)CC1	-3	-1.1	2	-2	-1.3	-6	-1	-2	0	-0.8
O=C(CCOc1ccccc1)Nc1cccc([N+](=O)[O-])c1	-10	0.1	-8	2	-0.3	-4	-2	11	-5	0.5
CCN(CC)S(=O)(=O)c1cccc(C(=O)N/N=C/c2cc(OC)c(O)c(OC)c2)c1	-5	0.0	3	2	-0.7	-5	1	-7	-3	3.0
O=C(c1ccc2ccccc2n1)N1CCN(c2ccccn2)CC1	-12	-0.1	10	0	0.1	-1	1	-7	-1	-1.2
COc1ccc(OCC(=O)NCCCNC(=O)COc2ccc(OC)cc2)cc1	-6	-0.5	20	-3	-0.5	-2	1	-3	0	-1.2
C#CCOC(=O)c1ccccc1C(=O)OCC#C	-11	0.7	2	2	0.2	-3	2	0	-2	-0.1
CC(=O)Nc1cccc(NS(=O)(=O)c2c(C)noc2C)c1	-3	-0.4	2	-1	-1.8	-2	39	-1	0	0.6
